# rCAG binder – binders of r(CAG) RNA repeats, primary screen, biochemical, fluorescence | r(CAG) RNA repeat, TO-PRO-1 dye displacement fluorescence | inhibition, % at 3 µM | 1.3% of 370,000 active | AID 651821, 2012;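 active = inhibition above the plate cutoff, the mean of all test compounds on that plate plus 3 SD, cut at about 35% in these data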;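 note: 0% = DMSO alone and 100% = 100 µM mitoxantrone as full dye displacement; higher means more dye released from RNA so lower well fluorescence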
# Tn6 DDE FP – inhibitors of Tn6 peptide binding to fibrin DD(E), primary screen, biochemical, fluorescence polarization, human fibrin, Tn6 probe. Fibrin DD(E) TRITC-Tn6 fluorescence polarization displacement. 0.21% of 370,000 active. AID 720509, 2013. inhibition, % at 8.3 µM. Fibrinogen beta chain (Homo sapiens), P02675;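 active = inhibition above a per-campaign cutoff: mean of compounds within control limits plus 3 SD, cut at about 15% in these data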;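 note: 0% = median of all compound wells on the plate and 100% = blocking peptide control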
# Target sequence (P02675 whole entry, looked up): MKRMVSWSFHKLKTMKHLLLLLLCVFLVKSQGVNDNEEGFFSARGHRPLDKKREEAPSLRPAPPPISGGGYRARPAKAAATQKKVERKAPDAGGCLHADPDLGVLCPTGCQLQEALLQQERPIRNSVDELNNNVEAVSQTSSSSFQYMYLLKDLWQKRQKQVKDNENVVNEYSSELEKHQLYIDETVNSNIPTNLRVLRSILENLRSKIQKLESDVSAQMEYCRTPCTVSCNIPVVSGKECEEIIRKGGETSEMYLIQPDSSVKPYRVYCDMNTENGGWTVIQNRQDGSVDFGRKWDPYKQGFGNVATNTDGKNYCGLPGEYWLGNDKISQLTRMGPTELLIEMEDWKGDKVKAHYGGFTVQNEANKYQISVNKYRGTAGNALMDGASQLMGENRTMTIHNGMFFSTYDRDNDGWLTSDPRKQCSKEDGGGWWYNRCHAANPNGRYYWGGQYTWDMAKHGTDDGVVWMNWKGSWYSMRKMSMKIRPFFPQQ
# ARFGAP1 inhibitor – inhibitors of rat ARFGAP1 GAP activity, primary screen, biochemical, fluorescence polarization, GDP tracer | ADP-ribosylation factor GTPase-activating protein 1 (Rattus norvegicus), Q62848 | Arfgap1-stimulated ARF1 GTP hydrolysis, GDP FP detection | inhibition, % at 16.5 µM | 0.26% of 360,000 active | AID 651572, 2012;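 active = inhibition above a per-plate limit, mean inhibition of low control wells plus 3 SD, cut at about 25% in these data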;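 note: 0% = DMSO wells with enzyme and 100% = wells lacking Arfgap1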
# Target sequence (Q62848 1-136 limits assumed): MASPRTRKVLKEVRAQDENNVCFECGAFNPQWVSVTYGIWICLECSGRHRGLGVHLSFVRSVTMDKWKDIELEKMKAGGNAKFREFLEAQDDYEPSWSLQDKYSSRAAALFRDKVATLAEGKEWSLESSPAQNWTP
#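 Assay system: purified rat His6-Arfgap1 residues 1-136 (GAP domain); Reagent: human Δ17 ARF1 bound to GTP; Dosing: 16.5 µM single point, 1.26% DMSO; Times: GTP hydrolysis reaction 2 h at 25 °C; Signal: FP, GDP Alexa 633 tracer displaced from anti-GDP antibody, 620/688 nm; Measure: % inhibition from polarization.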
# GC-A act – GC-A stimulated cGMP production enhancers – HEK293 GC-A cells, cGMP TR-FRET, EC30 ANP, primary screen; 0% at EC30 ANP, 100% saturating ANP; activation, % at 10 µM; Atrial natriuretic peptide receptor 1 (Homo sapiens), P16066; 0.14% of 370,000 active; in the data active = activation above about 40%
# ASAP1 GAP inh – inhibitors of human ASAP1 ArfGAP activity, primary screen, biochemical, fluorescence polarization; Arf-GAP with SH3 domain, ANK repeat and PH domain-containing protein 1 (Homo sapiens), …; ASAP1-stimulated ARF1 GTP hydrolysis, GDP FP detection; inhibition, % at 16.5 µM; 0.19% of 360,000 active; AID 624377, 2012; in the data active = inhibition above about 25%;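 note: 0% = vehicle with enzyme and substrate and 100% = no enzyme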
# ADAM10 inh – human ADAM10 inhibitors, primary screen, biochemical, QFRET, HTS | recombinant ADAM10, EDANS/DABCYL FRET peptide cleavage, 3 h | inhibition, % at 7 µM | 0.62% of 370,000 active;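 active = inhibition above a per-campaign cutoff equal to the mean of compounds falling between control-based bounds plus 3 SD, cut at about 20% in these data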;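 note: 0% = DMSO wells while the 100% control is not disclosed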
# GC-B act – human GC-B receptor activators, primary screen, HEK293 GC-B cells, cGMP TR-FRET, EC30 CNP; 0% at EC30 CNP, 100% saturating CNP; 0.11% of 370,000 active; AID 1920062, 2024; activation, % at 10 µM;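 active = activation at 10 µM reaching about 35% in either raw or pattern-adjusted values, limit read from the data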
# sPLA2-III inh – human group III sPLA2 inhibitors, primary screen, biochemical, QFRET, BODIPY PC-A2 liposome substrate; Group 3 secretory phospholipase A2 (Homo sapiens), Q9NZ20; QFRET BODIPY PC-A2 liposome hydrolysis, fluorescence; inhibition, % at 12.2 µM; 0.56% of 370,000 active;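 active = inhibition above mean plus 3 SD of compounds lying within the high and low control bounds, cut at about 19% in these data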;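 note: 0% = median of test compound wells and 100% = no enzyme DMSO wells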
# proKLK7 act – proKLK7 zymogen activators, primary screen, biochemical, fluorescence intensity. purified proKLK7, EDANS-DABCYL substrate fluorescence; 100% is mature enzyme control, 0% vehicle. activation, % at 7 µM. AID 652039, 2013. 0.9% of 370,000 active. Kallikrein-7 (Homo sapiens), P49862;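 active = activation above the mean of all tested compounds plus 3 SD, computed per campaign excluding outliers beyond control limits, cut at about 13% in these data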
# Target sequence (P49862 whole entry, looked up): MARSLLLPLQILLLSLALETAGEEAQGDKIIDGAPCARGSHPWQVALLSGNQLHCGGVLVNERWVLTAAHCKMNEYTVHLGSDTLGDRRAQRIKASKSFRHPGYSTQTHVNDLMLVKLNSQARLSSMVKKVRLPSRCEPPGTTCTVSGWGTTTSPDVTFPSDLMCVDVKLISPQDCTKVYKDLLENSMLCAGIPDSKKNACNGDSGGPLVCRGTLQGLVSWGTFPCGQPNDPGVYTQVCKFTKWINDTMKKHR
# GAA850 FXN act – FXN promoter activators, primary screen, cell-based, luciferase luminescence, HEK293 lucGAA850. HEK293 lucGAA850 FXN promoter luciferase reporter, 24 h; percent of 10 µM SAHA response. activation, % at 6 µM. 0.56% of 360,000 active. AID 540364, 2011;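 active = activation above the average of all compounds screened plus 3 SD, cutoff fixed separately per campaign, cut at about 7.5% in these data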;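 note: 0% = DMSO wells and 100% = 10 µM SAHA wells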
# Starred values were filed as active, the others as inactive; nt = not tested or not shown.
SMILES,rCAG binder,Tn6 DDE FP,ARFGAP1 inhibitor,GC-A act,ASAP1 GAP inh,ADAM10 inh,GC-B act,sPLA2-III inh,proKLK7 act,GAA850 FXN act
CCOCCCNS(=O)(=O)c1ccc(NC(=O)c2ccc([N+](=O)[O-])cc2Cl)cc1,2,-3,4,6,-3,-5,-5,3,-0.2,-2.1
COc1ccccc1NC(=O)CSc1ccc(-c2ccc(-n3ccnc3)cc2)nn1,0,4,19,-5,7,-12,-4,8,-0.2,0.7
O=C(NCc1ccccn1)/C(=C/c1ccco1)NC(=O)c1ccccc1,6,0,-2,-3,-3,-13,-6,-6,0.0,-0.2
O=c1c(C/C=C/c2ccccc2)c(O)ccn1CCc1c[nH]c2ccccc12,20,-3,17,nt,4,1,nt,-14,0.3,-0.8
CC1(C(=O)NS(=O)(=O)c2ccccc2)CCN1C(=O)CCc1ccccc1 (configuration not stated),0,4,-2,2,-6,-7,-5,-1,-0.6,-0.8
CCCCn1c(N)c(N(CC)C(=O)c2c(CC)noc2C)c(=O)[nH]c1=O,-2,-2,-3,2,-3,-9,-2,10,-0.5,1.9
CCn1c(=O)n(CC)c2cc(NC(=O)CSc3ccc([N+](=O)[O-])cn3)ccc21,1,0,5,0,9,6,-2,6,-0.2,2.5
Cc1c(C)n(CCc2ccccc2)c2ncnc(NCCCO)c12,-3,-1,18,3,-2,1,-5,-24,-0.9,2.8
O=C(O)c1ccccc1N1C(=O)C2C3CCC(C3)C2C1=O (configuration not stated),-5,-4,-5,-1,-16,5,3,5,-0.7,0.3
COc1ccccc1C(=O)NCC(=O)n1nc(C)cc1C,0,8,10,-1,-3,-2,10,4,-0.3,2.9
Cc1cc([N+](=O)[O-])nn1CC(=O)N/N=C/c1ccccc1Br,-2,1,1,4,2,-9,-7,1,-0.7,0.8
O=C(NN1C(=O)c2ccccc2NC1c1ccccc1OCc1ccccc1)c1ccncc1 (configuration not stated),-2,-2,-4,1,-2,-3,4,-2,-0.1,0.8
O=C(C1CC1)n1ccc2ccc(-c3ccc4ccn(Cc5ccccc5)c4c3)cc21,10,-3,nt,-3,nt,-9,2,5,-4.8,nt
Cc1ccc(C)c(NC(=O)CCN2CCOCC2)c1,4,0,2,1,-10,0,-1,0,0.0,-2.4
Cc1ccc(OC(=O)CCC(=O)Nc2ccc(Br)cc2)cc1,1,7,-3,0,-5,4,5,3,-0.2,0.7
O=C(Cc1c(F)cccc1Cl)NNC(=O)c1ccncc1,2,3,6,0,11,0,3,0,-0.4,0.2
O=C(CN1C(=O)NC2(CCCC2)C1=O)OCc1ccc(F)cc1,-3,1,0,1,-7,0,-3,1,0.9,1.8
COC(=O)C1CCN(C(=O)COC(=O)c2oc3ccccc3c2C)CC1,-7,-1,11,-2,10,-19,2,8,0.9,0.1
COCCNC(=O)CN1N=C(c2ccc(OC)cc2)CCC1=O,-3,-8,-4,6,-7,-6,-5,8,0.3,-0.2
NC(=O)c1ccc(NC(=O)COC(=O)C2CC3C=CC2C3)cc1 (configuration not stated),0,0,-4,2,13,-12,-2,6,-0.7,0.9
O=C(c1nn2c(C(F)(F)F)cc(-c3ccccc3)nc2c1Cl)N1CCOCC1,-5,-5,-2,3,6,-1,10,1,1.0,-1.2
Cc1ccc(NC(=O)NCc2ccc3c(c2)OCO3)c(C)c1,5,5,-5,1,8,12,-3,6,-0.1,1.2
O=C(NCc1ccc(Cl)cc1)O[C@H]1CC[C@@]23CCCN2C(=O)CCC[C@H]3C1,nt,-3,nt,0,nt,2,-2,-3,nt,nt
CCOc1ccc(C(=O)N2CCN(S(=O)(=O)c3ccc4c(c3)OCCO4)CC2)cc1OCC,-6,9,3,3,0,-7,0,7,-0.8,-1.9
O=C(Nc1cccc(/C=C/c2ccccn2)c1)c1cc(Cl)ccn1,7,0,7,-2,8,-2,2,-9,0.6,3.5
# Carrying on.
SMILES,rCAG binder,Tn6 DDE FP,ARFGAP1 inhibitor,GC-A act,ASAP1 GAP inh,ADAM10 inh,GC-B act,sPLA2-III inh,proKLK7 act,GAA850 FXN act
CC[C@]1(C(=O)OC)[C@H]2C(=O)N(Cc3ccccc3)C(=O)[C@H]2[C@H]2CN=C(SCc3ccc(C#N)cc3)N21,2,1,10,0,11,-7,2,-5,0.4,13*
C=C(C)Cn1c(C(C)NC(=O)CCC)nc2ccccc21 (configuration not stated),-3,1,10,-1,8,-5,5,-2,-0.1,-1.6
Cc1cc(NC(=O)c2ccc(Cl)cc2)cc(C)c1OCC(=O)N1CCOCC1,-6,-3,4,1,14,-7,-1,0,0.2,5.3
CC(C)(C)n1nnnc1C(c1cccc(C#N)c1)N1CCCCCC1 (configuration not stated),-3,-4,6,-7,4,1,-4,0,0.2,4.6
O=C1C(Cl)=C(NCC2CCCO2)C(=O)N1C1CCCCC1 (configuration not stated),1,-1,6,4,-6,6,1,1,-0.2,2.6
CN1C(=O)N(C)c2ccc(Br)c3cccc1c23,0,-2,4,-4,-3,-5,4,3,0.0,1.7
CN(Cc1ccccc1)C(=O)CCC1CCN(C(=O)c2ccco2)CC1,1,-1,4,-5,2,-18,0,14,-0.5,-0.6
CC1CC(=O)N(CC(=O)Nc2ccc3c(c2)OCO3)c2ccccc2S1 (configuration not stated),-1,-8,-4,-11,4,0,-8,-1,0.9,1.5
c1nnc(NC2=NCCC2)s1,4,5,-11,0,-1,15,0,7,-0.9,1.7
O=C(NN=C1CCCCCC1)c1ccc2c(c1)OCO2,-2,1,-3,4,-5,5,-2,1,0.1,0.5
CCCC1(c2ccccc2)NC(=O)N(CC(=O)Nc2ccc(N3CCOCC3)cc2)C1=O (configuration not stated),0,4,14,-2,-4,1,-1,0,-0.1,-0.7
CC(CN1CCCCC1)OC(=O)Cc1ccc(Cl)cc1 (configuration not stated),-3,-7,1,0,1,2,-2,-1,0.0,-0.1
CCN1CCN(c2ncc(C(=O)Nc3c(F)cc(F)cc3Br)c3ccccc23)CC1,1,-4,-1,-6,-3,-28,-3,10,1.3,-0.9
CSc1oc(-c2ccccc2)nc1C(N)=O,-1,-3,-8,0,-2,-3,3,1,0.8,0.3
COc1ccc(NC(=O)c2cc(-c3cccs3)on2)cc1OC,3,6,15,7,-9,-56,-5,-2,-26,2.0
CC(=O)c1ccc(S(=O)(=O)N2CCC(c3nc4ccccc4[nH]3)CC2)cc1,2,9,1,3,2,6,-1,4,0.2,-2.9
CCOC(=O)N1CCN(c2nc3c(C)cccn3c(=O)c2C=O)CC1,-1,7,14,-1,-3,-5,-7,3,11,1.9
Cn1c(=O)c2sccc2n2c(CCCC(=O)Nc3ccc(F)cc3F)nnc12,0,-3,-7,-1,-1,-10,-4,4,0.1,-2.1
COc1cc(C(=O)OCC(=O)c2cc(C)n(C)c2C)cc(OC)c1OC,-3,-8,4,3,-11,1,-2,4,0.2,-3.1
O=C(NNC(=O)c1ccccc1O)c1ccccc1O,3,-1,-7,1,1,-28,2,4,-1.2,-2.1
Cc1cc(N)n(-c2ncnc3scc(-c4ccc(Cl)cc4)c23)n1,1,7,1,-4,-4,0,-8,0,0.4,0.5
CC(C)C[C@@H](CN(N=O)[C@@H](Cc1ccccc1)CN(C)N=O)N(CCc1ccccc1)N=O,6,7,12,-2,16,-4,10,11,-0.2,2.4
CCCc1nc2ccccc2c(C(=O)OCC(=O)c2ccc3c(c2)NC(=O)CO3)c1CC,3,3,10,7,2,0,0,-1,0.2,-2.0
COc1ccccc1NC(=O)C(C)OC(=O)CCCc1c[nH]c2ccccc12 (configuration not stated),0,-5,-1,3,4,3,1,-74,0.7,2.3
COc1ccc(C2/C=C\CN(Cc3ccc(N(C)C)cc3)CC(=O)N2Cc2ccc(F)cc2)cc1 (configuration not stated),-4,4,4,-1,-16,-5,8,-1,-0.1,0.9
# The results go on:
SMILES,rCAG binder,Tn6 DDE FP,ARFGAP1 inhibitor,GC-A act,ASAP1 GAP inh,ADAM10 inh,GC-B act,sPLA2-III inh,proKLK7 act,GAA850 FXN act
CCCNC(=O)C1CCN(c2cc(-c3ccccc3)nc3ncnn23)CC1,-2,12,-12,-3,0,-12,4,-1,0.7,-0.9
Cc1csc(=NC(=O)c2ccccc2)n1C,3,7,10,5,6,-4,-4,-3,0.6,6.6
Cc1c(NC(=O)c2cc(-c3ccccc3)on2)c(=O)n(-c2ccccc2)n1C,-1,-8,3,8,3,3,2,-5,-0.5,2.5
Cc1cc(C(F)F)nn1CC(=O)NC1CCCCCC1,1,2,-2,-3,-4,13,-1,2,0.0,1.6
O=C(NCCS(=O)(=O)N1CCN(c2cccc(Cl)c2)CC1)C1CC1,2,-6,-9,1,1,6,-2,-4,0.7,-0.4
CC(=O)c1c(C)[nH]c(C(=O)N2c3ccccc3CC2C)c1C (configuration not stated),-2,4,-4,3,2,-4,-3,11,-0.3,-0.6
CC(C)NC(=S)N/N=C/C1=CCC2CC1C2(C)C (configuration not stated),2,6,4,-2,-11,5,8,18,0.2,0.6
COc1cc2cnc(-c3ccccc3)c(-c3ccc([N+](=O)[O-])cc3)c2cc1OC,0,-1,5,3,-3,-1,5,2,0.2,-0.7
O=C(CCC(=O)N1CCOc2ccc(Cl)cc21)NCc1ccccc1,1,-1,4,-3,2,-2,-1,4,0.4,-0.7
Oc1ccccc1-c1cc(C(F)(F)F)nc(-c2ccccc2)n1,0,-2,-2,-4,8,-2,-4,2,-0.5,1.8
O=c1[nH]c(C2CCN(S(=O)(=O)/C=C/c3ccccc3)CC2)nc2c1nnn2Cc1ccc(F)cc1,12,5,4,8,3,29*,-5,-45,-0.4,1.3
CN1CCN(C(=O)c2c(O)c3cccc4c3n(c2=O)CC4)CC1,6,-1,-3,-1,10,-12,2,1,-0.1,-0.6
Cc1ccccc1NC(=S)N(CCN1CCCCCC1)Cc1cccs1,-5,4,-3,-18,-2,0,-12,6,0.2,-2.6

# Part of the list above, tab-delimited:
SMILES	rCAG binder	Tn6 DDE FP	ARFGAP1 inhibitor	GC-A act	ASAP1 GAP inh	ADAM10 inh	GC-B act	sPLA2-III inh	proKLK7 act	GAA850 FXN act
Cc1ccccc1NC(=S)N(CCN1CCCCCC1)Cc1cccs1	-5	4	-3	-18	-2	0	-12	6	0.2	-2.6
O=C(NCCS(=O)(=O)N1CCN(c2cccc(Cl)c2)CC1)C1CC1	2	-6	-9	1	1	6	-2	-4	0.7	-0.4
COc1cc2cnc(-c3ccccc3)c(-c3ccc([N+](=O)[O-])cc3)c2cc1OC	0	-1	5	3	-3	-1	5	2	0.2	-0.7
O=c1[nH]c(C2CCN(S(=O)(=O)/C=C/c3ccccc3)CC2)nc2c1nnn2Cc1ccc(F)cc1	12	5	4	8	3	29*	-5	-45	-0.4	1.3

# Screens deposited in PubChem by several laboratories.
